Screening results as filed in PubChem BioAssay.
Efflux pump mplx: inhibitors of Candida antifungal efflux pumps expressed in yeast. inhibition, % at 10 µM. hit rate 0.44% among 330,000. S. cerevisiae Candida pump triplex, Nile Red efflux. AID 485275;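 active = plate passing quality check with inhibition over a set limit, or well fluorescence over plate mean plus 4 SD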;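 also: Nile Red retained in pooled yeast measured as flow cytometry median fluorescence; 0% = buffer negative control and 100% = Enniatin B positive control; higher means more Nile Red kept so more efflux inhibition; some compounds called inactive have numbers as strong as hits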
Yeast superoxide: lowers age-related superoxide in aged yeast cells; superoxide response (% of plate mean), % at 10 µM; hit rate 0.18% among 330,000; S. cerevisiae aged cells, superoxide DHE fluorescence; active compounds read low;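 active = superoxide response under a set limit, about three screen SD below normal, cut at about 65% in these data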;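 also: yeast aged for seven days with compound at 30 °C before DHE staining; 100% = average MFI of all compound-treated wells on the plate with controls excluded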
MEP2 TOR yeast: yeast TOR pathway MEP2-GFP modulation | S. cerevisiae MEP2-GFP strain, flow cytometry GFP, 3 h; 100% = DMSO control level | GFP response vs DMSO, % at 10 µM | hit rate 0.51% among 330,000;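 active = GFP response versus DMSO above a set limit, roughly screen mean plus 3 SD, cut at about 180% in these data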;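 also: median GFP fluorescence of the barcode-gated MEP2-GFP cells per well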
CIT2-GFP yeast: yeast TOR pathway CIT2-GFP modulation; S. cerevisiae CIT2-GFP strain, flow cytometry, 3 h; 100 means same as DMSO wells; GFP response vs DMSO, % at 10 µM; hit rate 0.065% among 320,000;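 active = GFP response relative to DMSO above a set limit, near the screen mean plus 3 SD, cut at about 150% in these data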;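 also: ratio of well median GFP fluorescence to mean of DMSO wells on the plate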
AGP1-GFP MLPCN: modulators of TOR pathway AGP1-GFP in S. cerevisiae. S. cerevisiae AGP1-GFP multiplex flow cytometry, 3 h; GFP as percent of DMSO wells. GFP response vs DMSO, % at 10 µM. hit rate 0.02% among 320,000;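 active = GFP response relative to DMSO above a set limit, near screen average plus 3 SD, cut at about 150% in these data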;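 also: median GFP channel fluorescence of the gated AGP1 strain per well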
AHR act: human AHR activation; P35869; AHR-responsive luciferase reporter cells, luminescence; activation, % at 5 µM; hit rate 2.5% among 320,000; AID 2796; in the data active = activation above about 47%;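 also: 0% = vehicle wells and 100% = reference agonist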
Target sequence (P35869 whole entry, looked up): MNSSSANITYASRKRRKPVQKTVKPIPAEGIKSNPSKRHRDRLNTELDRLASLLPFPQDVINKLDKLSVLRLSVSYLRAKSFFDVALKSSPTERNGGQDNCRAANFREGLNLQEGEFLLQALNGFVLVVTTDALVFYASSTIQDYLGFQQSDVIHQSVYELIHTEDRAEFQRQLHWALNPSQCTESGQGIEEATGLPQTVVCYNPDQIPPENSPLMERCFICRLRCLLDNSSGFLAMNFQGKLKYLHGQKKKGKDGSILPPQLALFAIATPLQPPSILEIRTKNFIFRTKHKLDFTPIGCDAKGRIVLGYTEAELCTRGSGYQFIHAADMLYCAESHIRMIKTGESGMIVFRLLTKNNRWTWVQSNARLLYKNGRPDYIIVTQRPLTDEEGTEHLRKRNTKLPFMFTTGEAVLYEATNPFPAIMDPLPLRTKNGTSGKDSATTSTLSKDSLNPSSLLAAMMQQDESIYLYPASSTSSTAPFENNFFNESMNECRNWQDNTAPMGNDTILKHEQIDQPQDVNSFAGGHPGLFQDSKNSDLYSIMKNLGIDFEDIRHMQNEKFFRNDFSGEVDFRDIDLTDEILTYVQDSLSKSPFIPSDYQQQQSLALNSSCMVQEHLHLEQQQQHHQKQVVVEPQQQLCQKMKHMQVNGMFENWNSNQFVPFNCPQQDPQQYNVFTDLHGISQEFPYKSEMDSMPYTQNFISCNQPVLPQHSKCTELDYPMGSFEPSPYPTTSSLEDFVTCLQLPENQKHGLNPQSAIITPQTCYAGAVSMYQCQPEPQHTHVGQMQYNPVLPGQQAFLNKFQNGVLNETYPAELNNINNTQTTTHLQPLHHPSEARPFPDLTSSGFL
RPL19A TOR yeast: modulators of TOR pathway RPL19A-GFP in S. cerevisiae; S. cerevisiae RPL19A-GFP strain, flow cytometry, 3 h; active compounds read low; percent response vs DMSO, % at 10 µM; hit rate 0.3% among 330,000; AID 2025;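 active = percent response vs DMSO below 50%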;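 also: median channel GFP fluorescence of the barcoded RPL19A-GFP strain; ratio of sample median GFP to plate DMSO average so 100% = DMSO; lower means less RPL19A-GFP as with rapamycin TOR inhibition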
LAP4 TOR yeast: modulators of TOR pathway LAP4-GFP in S. cerevisiae | hit rate 0.34% among 320,000 | GFP response vs DMSO, % at 10 µM | AID 2023 | S. cerevisiae LAP4-GFP multiplex, flow cytometry GFP, 3 h; median GFP as percent of DMSO wells;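 active = GFP response vs DMSO above a set limit, about the screen mean plus 3 SD, cut at about 150% in these data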
* marks the source's active call; other numbers are inactive results; nt = not tested or not shown.

Assay codes: A = Efflux pump mplx; B = Yeast superoxide; C = MEP2 TOR yeast; D = CIT2-GFP yeast; E = AGP1-GFP MLPCN; F = AHR act; G = RPL19A TOR yeast; H = LAP4 TOR yeast
COc1cc(NS(C)(=O)=O)cc(OC)c1OC
  A = 0.4; B = 105; C = 95; D = 94; E = 102; F = 2; G = 102; H = 99

COc1ccc(C(CNC(=O)COc2ccc(-c3ccccc3)cc2)N2CCOCC2)cc1 (stereo not drawn)
  A = 0.1; B = 98; C = 99; D = 88; E = 100; F = 1; G = 100; H = 88

O=C(Oc1ccc2ccccc2c1)c1cncc(Br)c1
  A = 0.0; B = 94; C = 109; D = 105; E = 103; F = -3; G = 101; H = 108

O=C(COc1cccnc1[N+](=O)[O-])NCc1ccc2c(c1)OCO2
  A = 0.2; B = 106; C = 99; D = 96; E = 103; F = 19; G = 97; H = 107

CN1CCc2c(sc(NC(=O)C3CCCN3S(=O)(=O)c3ccc(Cl)s3)c2C(N)=O)C1 (stereo not drawn)
  A = 0.0; B = 95; C = 99; D = 97; E = 109; F = 0; G = 98; H = 100

Cc1cc2nc(/C=C/c3cccnc3)[nH]c2cc1C
  A = 0.1; B = 100; C = 101; D = 98; E = 101; F = nt; G = 100; H = 95

CCCCOC(=O)C(C#N)c1nc2ccccc2nc1N1CCOCC1 (stereo not drawn)
  A = 0.1; B = 104; C = 103; D = 97; E = 93; F = 5; G = 97; H = 104

CCOC(=O)C(C)Sc1nnc(Cc2cc(=O)[nH]c(=O)[nH]2)n1-c1ccc(Cl)cc1 (stereo not drawn)
  A = 0.0; B = 106; C = 105; D = 99; E = 105; F = -1; G = 98; H = 99

CC1CCN(C(=O)Cn2c3ccccc3c3nc4n(c(=O)c32)CCCS4)CC1
  A = 0.0; B = 91; C = 113; D = 109; E = 107; F = 2; G = 104; H = 108

CCN1CCN(C(=O)N[C@@H](C(=O)N[C@@H]2C(=O)N3[C@@H]2SC(C)(C)[C@@H]3C(=O)O)c2ccccc2)C(=O)C1=O
  A = 0.0; B = 94; C = 97; D = 87; E = 86; F = -1; G = 91; H = 102

O=C(CNS(=O)(=O)c1ccc(Br)cc1)NCc1ccncc1
  A = 0.3; B = 128; C = 104; D = 106; E = 101; F = -5; G = 104; H = 101

COc1ccc(NC(=O)c2cc(-c3ccccc3)nc3c2cnn3C(C)C)c(OC)c1
  A = 0.2; B = 114; C = 95; D = 96; E = 100; F = 6; G = 104; H = 116

O=S(=O)(c1cccs1)N1CCC2(CC1)OCCO2
  A = 0.0; B = 86; C = 113; D = nt; E = 94; F = 1; G = 107; H = 85

Cn1c(N2CCCC2)nc2c1c(=O)n(Cc1cccc(F)c1)c(=O)n2C
  A = 0.1; B = 93; C = 109; D = 94; E = 102; F = 2; G = 101; H = 115

COc1cc(/C(C)=N\NC(N)=S)cc(OC)c1OC
  A = -0.1; B = 94; C = 95; D = 107; E = 104; F = 0; G = 102; H = 90

CC(=O)Nc1ccc(NC(=O)C(C)NC(C)c2cccc3ccccc23)cc1 (stereo not drawn)
  A = 0.0; B = 92; C = 105; D = 97; E = 95; F = 0; G = 94; H = 112

CC(C)(C)NC(=O)CSc1nc2cc(S(=O)(=O)N3CCCCC3)ccc2o1
  A = -0.2; B = 99; C = 100; D = 106; E = 99; F = -1; G = 97; H = 98

CC(C)S(=O)(=O)c1csc(C(=O)Nc2ccc(F)cc2)c1N
  A = -0.1; B = 105; C = 95; D = 96; E = 101; F = -2; G = 100; H = 110

COn1c(=O)c(-c2cccs2)[n+]([O-])c2ccccc21
  A = -0.1; B = 89; C = 90; D = 80; E = nt; F = 34; G = 89; H = 91

C/C(=N\NC(=O)c1cnccn1)c1ccc([N+](=O)[O-])cc1
  A = -0.2; B = 84; C = 97; D = 106; E = 96; F = 9; G = 99; H = 103

COc1ccc(NC(=O)COC(=O)c2ncc(Cl)c(Cl)c2Cl)c(OC)c1
  A = 0.0; B = 92; C = 102; D = 94; E = 99; F = 11; G = 102; H = 98

Cc1ccc(S(=O)(=O)N2CCC(C(=O)NCC3CCCO3)CC2)cc1 (stereo not drawn)
  A = 0.0; B = 119; C = 95; D = 97; E = 94; F = 1; G = 98; H = 98

CCOC(=O)N1CCN(CC(O)COC2CC(C)CC(C)(C)C2)CC1 (stereo not drawn)
  A = 0.1; B = 101; C = 106; D = 98; E = 109; F = 3; G = 102; H = 110

CCOC(=O)c1c(C)[nH]c(C)c1C(=O)COC(=O)c1ccc(Cl)nc1
  A = 0.1; B = 99; C = 102; D = 103; E = 98; F = 2; G = 100; H = 91

COc1cccc(OCCCn2cc(/C=C3/C(=N)N4C=C(C)SC4=NC3=O)c3ccccc32)c1
  A = 0.1; B = 92; C = 102; D = 97; E = 92; F = 51*; G = 96; H = 87

CC(C)NC(=O)c1cccc(C(F)(F)F)c1
  A = -0.2; B = 80; C = 98; D = 106; E = 104; F = -2; G = 99; H = 94

CCNC(=O)Oc1ccc(-c2csnn2)cc1
  A = -0.1; B = 92; C = 95; D = nt; E = 87; F = -1; G = 95; H = 86

CC(C)NC(=O)CCc1nnc(Cc2cccc(C(F)(F)F)c2)o1
  A = -0.1; B = 110; C = 94; D = 94; E = 92; F = 7; G = 97; H = 104

O=C(NN=C1C2CC3CC(C2)CC1C3)c1ccncc1
  A = 0.1; B = 94; C = 88; D = 85; E = 86; F = 13; G = 89; H = 85

Cc1ccc(CNC(=O)CSCc2ccccc2)cc1
  A = -0.1; B = 88; C = 89; D = 83; E = 100; F = 0; G = 98; H = 109

CCC(C)(C)n1nnnc1C(c1ccccc1)N1CCN(C2CCCC2)CC1 (stereo not drawn)
  A = 0.2; B = 100; C = 106; D = 94; E = 103; F = 4; G = 97; H = 118

COc1cc(-c2noc(C)c2C(=O)NCc2ccc3c(c2)OCO3)cc(OC)c1OC
  A = -0.1; B = 86; C = 99; D = 100; E = 101; F = 6; G = 95; H = 97

Cc1c(C)n(C)c2ccc(C(=O)NCCCN3CCN(c4ccccc4F)CC3)cc12
  A = 0.1; B = 132; C = 95; D = 102; E = 101; F = 11; G = 97; H = 87

Cc1ccc(C)c(-n2c(-c3cccnc3)n[nH]c2=S)c1
  A = -0.1; B = 99; C = 93; D = 97; E = 107; F = -1; G = 101; H = 105

C=CCn1c(SCC(=O)Nc2ccc(N3CCOCC3)cc2)nnc1-c1ccco1
  A = 0.2; B = 109; C = 107; D = 106; E = 97; F = 10; G = 101; H = 96

O=C(NC1CCCCCC1)c1cc(S(=O)(=O)N2CCOCC2)ccc1N1CCCCC1
  A = 0.1; B = 127; C = 104; D = 90; E = 96; F = -1; G = 102; H = 100

COc1ccc(OC)c(C2C(C#N)=C(N)Oc3cc(N)ccc32)c1 (stereo not drawn)
  A = 0.1; B = 91; C = 109; D = 96; E = 106; F = -1; G = 102; H = 100

COc1cc2cc(C(=O)N[C@@H](Cc3ccccc3)C(=O)O)n(C)c2c(OC)c1OC
  A = 0.0; B = 111; C = 103; D = 94; E = 99; F = 1; G = 98; H = 104

O=C(CSc1nc2ccccc2s1)c1ccc(O)cc1O
  A = 0.1; B = 102; C = 116; D = 90; E = 93; F = 23; G = 103; H = 107

CSCCC(NC(=O)COc1ccccc1)C(=O)NCCOc1ccccc1 (stereo not drawn)
  A = -0.1; B = 119; C = 103; D = 97; E = 96; F = 4; G = 97; H = 90

c1ccc2sc(NN=C3CCCCCC3)nc2c1
  A = 0.8; B = 147; C = 97; D = 93; E = 90; F = 51*; G = 93; H = 126

CC(C)(Sc1ccc(CCN(CCCCC2CCCCC2)C(=O)NC2CCCCC2)cc1)C(=O)O
  A = 0.2; B = 94; C = 92; D = 85; E = 88; F = -4; G = 98; H = 102

COc1ccc(CNC(=O)CN(Cc2ccccc2)S(=O)(=O)c2ccc(Cl)cc2)cc1
  A = 0.0; B = 85; C = 109; D = 110; E = 116; F = -4; G = 107; H = 107

CCOC(=O)C1(Cc2ccccc2C)CCCN(C(=O)c2ccc(CSC)o2)C1 (stereo not drawn)
  A = 0.4; B = 94; C = 97; D = 94; E = 99; F = 10; G = 103; H = 96

O=C(NC1CC1)C1CCN(c2ncccn2)CC1
  A = -0.3; B = 96; C = 100; D = 96; E = 99; F = 0; G = 97; H = 97

More results follow:
Values in the order – Efflux pump mplx | Yeast superoxide | MEP2 TOR yeast | CIT2-GFP yeast | AGP1-GFP MLPCN | AHR act | RPL19A TOR yeast | LAP4 TOR yeast
Cn1c(=O)c2c(SCCN3CCOCC3)nc(C3CCCC3)nc2n(C)c1=O
→ 0.0 | 98 | 102 | 102 | 98 | 0 | 105 | 97
CC(C)(C)NC(=O)C(=O)NNC(=O)c1ccc(C(C)(C)C)cc1
→ -0.1 | 94 | 99 | 101 | 100 | 2 | 104 | 95
O=C(CSC1=NS(=O)(=O)c2cc(Cl)ccc2N1)Nc1cccc(F)c1
→ 0.1 | 100 | 99 | 105 | 106 | 0 | 97 | 112
CN(C)S(=O)(=O)c1cc(NC(=O)COC(=O)Cc2ccc(Br)cc2)ccc1Cl
→ -0.2 | 79 | 91 | 86 | 88 | 1 | 88 | 87
O=C(Cn1nnc2ccccc21)NNC(=S)NC1CCCCC1
→ -0.1 | 101 | 91 | 101 | 101 | 1 | 95 | 88
CN1/C(=C\C(=O)c2cccnc2)C(C)(C)c2ccccc21
→ 0.0 | 84 | 100 | 101 | 90 | 3 | 98 | 102
Cc1cccc(Nc2nc3ccccc3n3nnnc23)c1
→ 0.1 | 109 | 104 | 104 | 103 | 30 | 113 | 97
CC(C)CNC(=O)c1cc([N+](=O)[O-])ccc1N1CCOCC1
→ -0.2 | 111 | 99 | 100 | 100 | -1 | 99 | 94
Cc1ccc(C)c(SCC(=O)NC(=O)NCc2ccccc2)c1
→ 0.0 | 95 | 106 | 102 | 99 | 8 | 102 | 98
COc1cc(/C=C/C(=O)Nc2nnc(CC(C)C)s2)cc(OC)c1OC
→ 0.1 | 105 | 118 | 101 | 102 | 0 | 106 | 100
COC(=O)C1=C(C)NC(=O)NC1c1ccc2c(c1)OCO2 (stereo not drawn)
→ -0.2 | 95 | 109 | 104 | 106 | 0 | 101 | 97

Structural class, the entries above with a Cl atom
Values in the order – Efflux pump mplx | Yeast superoxide | MEP2 TOR yeast | CIT2-GFP yeast | AGP1-GFP MLPCN | AHR act | RPL19A TOR yeast | LAP4 TOR yeast
CN1CCc2c(sc(NC(=O)C3CCCN3S(=O)(=O)c3ccc(Cl)s3)c2C(N)=O)C1 (stereo not drawn)
→ 0.0 | 95 | 99 | 97 | 109 | 0 | 98 | 100
CCOC(=O)C(C)Sc1nnc(Cc2cc(=O)[nH]c(=O)[nH]2)n1-c1ccc(Cl)cc1 (stereo not drawn)
→ 0.0 | 106 | 105 | 99 | 105 | -1 | 98 | 99
COc1ccc(NC(=O)COC(=O)c2ncc(Cl)c(Cl)c2Cl)c(OC)c1
→ 0.0 | 92 | 102 | 94 | 99 | 11 | 102 | 98
CCOC(=O)c1c(C)[nH]c(C)c1C(=O)COC(=O)c1ccc(Cl)nc1
→ 0.1 | 99 | 102 | 103 | 98 | 2 | 100 | 91
COc1ccc(CNC(=O)CN(Cc2ccccc2)S(=O)(=O)c2ccc(Cl)cc2)cc1
→ 0.0 | 85 | 109 | 110 | 116 | -4 | 107 | 107
O=C(CSC1=NS(=O)(=O)c2cc(Cl)ccc2N1)Nc1cccc(F)c1
→ 0.1 | 100 | 99 | 105 | 106 | 0 | 97 | 112
CN(C)S(=O)(=O)c1cc(NC(=O)COC(=O)Cc2ccc(Br)cc2)ccc1Cl
→ -0.2 | 79 | 91 | 86 | 88 | 1 | 88 | 87
